Screening results from PubChem.
OX1R antagonist = OX1R (HCRTR1) antagonists, primary screen, fluorescence, CHO/OX1R cells, Fluo-8 calcium, orexin A; Fluo-8 calcium fluorescence; inhibition, % at 5 µM; hit rate 0.43% among 330,000; AID 434989, 2010;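 active = inhibition above its plate's threshold, mean inhibition of all tested compounds on the plate plus 3 SD, cut at about 37% in these data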;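 note: 0% = orexin A challenge wells and 100% = SB-334867-A antagonist wells; not every result past the cut was called active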
Target sequence (O43613 whole entry, looked up): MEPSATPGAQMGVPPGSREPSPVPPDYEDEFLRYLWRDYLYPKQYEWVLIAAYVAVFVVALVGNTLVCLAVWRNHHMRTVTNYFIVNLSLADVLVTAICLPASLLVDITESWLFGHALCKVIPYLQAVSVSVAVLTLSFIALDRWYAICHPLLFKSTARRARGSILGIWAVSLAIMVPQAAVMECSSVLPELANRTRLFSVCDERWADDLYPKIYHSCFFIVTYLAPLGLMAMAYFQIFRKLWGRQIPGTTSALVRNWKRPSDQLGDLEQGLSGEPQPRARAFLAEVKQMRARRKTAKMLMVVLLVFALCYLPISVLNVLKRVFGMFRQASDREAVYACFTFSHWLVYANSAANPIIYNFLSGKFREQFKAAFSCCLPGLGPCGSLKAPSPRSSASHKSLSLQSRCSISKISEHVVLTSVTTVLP
CHT PAM = CHT positive allosteric modulators, primary screen, cell-based, membrane potential dye, choline EC20. CHT-expressing cells; stronger effect = higher value; LV-AA mutant CHT in HEK293 cells. B-score at 10 µM. hit rate 0.49% among 310,000;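 active = initial fluorescence not abnormally high and integrated response B-score, plate-corrected, over 3 SD above library mean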
Target sequence (Q9GZV3 whole entry, looked up): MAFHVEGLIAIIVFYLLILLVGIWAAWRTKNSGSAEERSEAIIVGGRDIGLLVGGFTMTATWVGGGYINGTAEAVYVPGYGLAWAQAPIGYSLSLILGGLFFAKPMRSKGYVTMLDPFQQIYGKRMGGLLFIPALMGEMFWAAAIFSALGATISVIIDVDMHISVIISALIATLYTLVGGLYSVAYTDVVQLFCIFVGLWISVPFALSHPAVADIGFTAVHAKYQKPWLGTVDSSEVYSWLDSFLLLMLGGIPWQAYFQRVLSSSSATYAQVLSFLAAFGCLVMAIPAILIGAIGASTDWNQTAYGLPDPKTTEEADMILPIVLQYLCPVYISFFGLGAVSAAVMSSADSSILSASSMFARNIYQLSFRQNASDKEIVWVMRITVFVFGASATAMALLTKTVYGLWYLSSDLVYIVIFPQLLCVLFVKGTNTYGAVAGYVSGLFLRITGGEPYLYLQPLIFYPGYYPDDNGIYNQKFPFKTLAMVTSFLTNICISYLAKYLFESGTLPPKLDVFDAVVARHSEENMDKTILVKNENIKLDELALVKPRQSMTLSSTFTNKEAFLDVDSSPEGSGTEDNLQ
The depositor's hits bear a star; i = inactive; . = no result given.

Every second line gives: OX1R antagonist	CHT PAM
- O=C(CSc1nnc(SCc2ccccc2Cl)s1)N/N=C/c1c[nH]c2ccccc12
→ 1	i
- Cc1ccc(NC(=O)C(=O)NCC2CCCN2S(=O)(=O)c2cccs2)cc1 (stereo not drawn)
→ -13	i
- Cc1ccc(NC(=O)c2ccc(CNc3c(N4CCOCC4)c(=O)c3=O)cc2)cc1
→ -12	i
- Cc1ccc(C)c2sc(NC(=O)c3ccc(N4CCCCC4)c([N+](=O)[O-])c3)nc12
→ -3	i
- COC(=O)CNS(=O)(=O)c1ccc(Cc2ccc(S(=O)(=O)NCC(=O)OC)cc2)cc1
→ -16	i
- COc1ccc(CNC(=S)Nc2ccc(S(N)(=O)=O)cc2)cc1
→ 4	i
- COc1ccc(N(CC(=O)N2CCc3ccccc32)S(=O)(=O)c2c(C)n[nH]c2C)cc1
→ -23	i
- Cc1ccc(Nc2ccc(C(=O)O)cc2N)cc1
→ 3	i
- Cc1onc(-c2ccccc2)c1C(=O)N1CCN(S(=O)(=O)c2ccc(Cl)cc2)CC1
→ -34	i
- Cn1nc(-c2ccccc2)c(N2CCCCC2)cc1=O
→ -11	i
- COC(=O)[C@H](C)N(Cc1ccc(Cl)c(Cl)c1)S(=O)(=O)CCN1CCN(c2ccccc2)CC1
→ -1	.
- COc1ccc(CCNC(=O)c2ccc(Cl)cc2)cc1
→ -19	i
- CCOC(=O)c1c(S(=O)(=O)NCC(=O)NCc2cccc(C)c2)c(C)n(C)c1C
→ -35	i
- O=C(COc1ccccc1)NC1CCCCC1
→ -24	i
- Cc1nc2ccccn2c1C(=O)NCc1ccc2c(c1)OCO2
→ -5	i
- CCOC(=O)N1CCN(C(=S)NC(=O)c2ccnn2C)CC1
→ -19	i
- CC(NC1CCCC1)c1ccccc1 (stereo not drawn)
→ -12	i
- O=CNCCCc1nc2ccccc2n1Cc1cccc2ccccc12
→ -8	i
- O=C(Nc1ccccc1)c1ccc(OC(=O)c2ccccc2)cc1
→ -9	i
- Cc1cc(C)nc(NS(=O)(=O)c2ccc(Br)s2)c1
→ -19	i
- O=C(NCCCN1CCCCC1)c1ccc2c(c1)NC(=O)c1ccccc1S2
→ -27	i
- COc1cccc(CNC(=O)C(=O)NCCc2ccc(OC)c(OC)c2)c1
→ -5	i
- COc1ccc(/C=N/n2cnc3c([nH]c4ccccc43)c2=O)cc1CO
→ 0	i
- Cc1ccc(-n2nnc3c(=O)n(CC(=O)NCc4ccco4)cnc32)cc1
→ -18	i
- COc1ccc(-n2ccnc2CN2CCN(C3CCCC3)C(CCO)C2)cc1 (stereo not drawn)
→ -30	i
- CC(OC(=O)/C=C/c1cccc(F)c1)C(=O)NC1CCCCC1C (stereo not drawn)
→ -27	i
- O=C(COC(=O)/C=C/c1ccc(Br)o1)Nc1cccc(S(=O)(=O)N2CCOCC2)c1
→ -6	.
- N=C(N)c1ccc(OCCCCCOc2ccc(C(=N)N)cc2)cc1
→ 1	i
- Cn1c(SCC(=O)N/N=C/c2ccc(O)c(O)c2)nc2ccccc21
→ -13	i
- CCOC(=O)c1ccc(NC(=O)CN2CCN(Cc3ccccc3)CC2)cc1
→ -25	i

Three of the compounds above, in markdown:
| smiles | OX1R antagonist | CHT PAM |
| --- | --- | --- |
| CCOC(=O)N1CCN(C(=S)NC(=O)c2ccnn2C)CC1 | -19 | i |
| Cn1nc(-c2ccccc2)c(N2CCCCC2)cc1=O | -11 | i |
| COc1ccc(CCNC(=O)c2ccc(Cl)cc2)cc1 | -19 | i |

The listing picks up, repeating the 4 entries before the break.
Every second line gives: OX1R antagonist	CHT PAM
- O=C(COC(=O)/C=C/c1ccc(Br)o1)Nc1cccc(S(=O)(=O)N2CCOCC2)c1
→ -6	.
- N=C(N)c1ccc(OCCCCCOc2ccc(C(=N)N)cc2)cc1
→ 1	i
- Cn1c(SCC(=O)N/N=C/c2ccc(O)c(O)c2)nc2ccccc21
→ -13	i
- CCOC(=O)c1ccc(NC(=O)CN2CCN(Cc3ccccc3)CC2)cc1
→ -25	i
- O=C(c1ccoc1)N1CCC2(CC1)Oc1ccc(Cl)cc1C(=O)C21CC(c2ccccc2)=NO1 (stereo not drawn)
→ -8	i
- COc1ccccc1CCc1nnc(N)s1
→ -18	i
- COc1ccc(NS(=O)(=O)c2c(C(=O)N3CCCCCC3)c(C)n(C)c2C)cc1
→ -18	i
- CCC(C(=O)OCC(=O)Nc1c(Cl)cccc1Cl)c1ccccc1 (stereo not drawn)
→ -24	i
- O=C(NCc1ccncc1)C(=O)C1C(=O)Nc2ccccc21 (stereo not drawn)
→ 10	i
- Clc1ccc(SCc2cn3ccsc3n2)cc1
→ -28	i
- CCOC(=O)NC(=O)COC(=O)CNC(=O)c1cccc(OC)c1
→ 1	i
- CN1CCC(NC(=O)c2cccs2)CC1
→ -13	i
- CC[C@@]12C(=O)N(c3cccc(Br)c3)C(=O)N1[C@H](c1cccc(C)c1)[C@@H]1C(=O)N(Cc3ccccc3)C(=O)[C@@H]12
→ -18	i
- C/C(=N\NC(=O)CSc1nc2ccccc2s1)c1cccnc1
→ -14	i
- CC(C)Oc1ccc(C(CC(=O)O)NC(=O)C(Sc2ccccc2)c2ccccc2)cc1 (stereo not drawn)
→ -36	i
- CC1Cn2c(nnc2-c2cccc(N)c2)S1 (stereo not drawn)
→ 13	i
- O=C1CCC(=O)N1CNc1cccnc1
→ 3	i
- O=C(OCc1csc(-c2ccccc2)n1)c1ccc(O)cc1
→ -6	i
- Cc1c(C=O)n(C)n(-c2ccccc2)c1=O
→ -4	i
- O=C(Nc1ccc2c(c1)OCCO2)C1CCN(c2cnccn2)CC1
→ -6	i
- CC1CCCN(C(=O)COc2ccc(-c3ccccc3)cc2)C1 (stereo not drawn)
→ -20	i
- CCC(C)[C@H](NS(=O)(=O)c1ccc(C)cc1)C(=O)N1CCC(C(=O)N[C@@H](Cc2ccccc2)C(=O)O)CC1 (stereo partly drawn)
→ -3	i
- CCSc1nnc([C@H](Cc2c[nH]c3ccccc23)NC(=O)OC(C)(C)C)o1
→ -13	i
- CCN1CCN(c2ccc(NC(=O)c3ccc4c(c3)[nH]c(=O)n4Cc3ccc(OC)cc3)cc2)CC1
→ -5	i
- Cc1cc(NC2C3CC4CC(C3)CC2C4)n2ncnc2n1 (stereo not drawn)
→ -14	i
- COc1ccc(-c2c(C#N)c(SCC(N)=O)nc3c2CCCC3)cc1
→ -23	i
- CN(CC(=O)Nc1c(F)cccc1F)Cc1cccs1
→ 9	i
- COc1cc2c(cc1OC)CN(C(=O)CNS(=O)(=O)c1ccc(C)c(C)c1)CC2
→ -23	i
- O=C(O)c1ccc(S(=O)(=O)N2CCCC2)cc1
→ -10	i
- O=C(N/N=C/c1cc([N+](=O)[O-])cc(Br)c1O)C12CC3CCC(CC(C3)C1)C2
→ -5	i
- O=C(NCc1ccccc1)C(c1ccc(O)cc1)N(C(=O)c1cnccn1)c1ccccc1 (stereo not drawn)
→ -14	i
- CCOc1ccc(C(C)=O)cc1CSc1nnc(N)s1
→ -10	i
- O=C(NCc1ccc(F)cc1)c1nc(-c2cccs2)no1
→ -8	i
- Nc1cccc(C(=O)Nc2ccc(N)cc2Cl)c1
→ -2	i

Single records (already shown).
O=C1CCC(=O)N1CNc1cccnc1 across the screens: OX1R antagonist = 3; CHT PAM = i
Nc1cccc(C(=O)Nc2ccc(N)cc2Cl)c1 across the screens: OX1R antagonist = -2; CHT PAM = i

Remaining list, next part
Every second line gives: OX1R antagonist	CHT PAM
- COC(=O)C1=C(C)OC(N)=C(C#N)C1c1cc2cccc(C)c2nc1Cl (stereo not drawn)
→ -2	i
- Cc1ccc(S(=O)(=O)NNC(=O)Nc2ccc(Cl)cc2)cc1
→ -25	i
- O=C(NCCC1=CCCCC1)C1CCN(S(=O)(=O)c2cccs2)CC1
→ -19	i
- COc1ccc(N2CCN(C(=O)Cn3cnc4sc(C)c(S(=O)(=O)N5CCOCC5)c4c3=O)CC2)cc1
→ -14	i
- Cc1cc(C)c2oc(C(=O)Nc3nnc(C(C)C)s3)cc(=O)c2c1
→ -10	i
- O=C(CC1SC(N2CCCC2)=NC1=O)Nc1ccc(C(=O)N2CCN(c3cccc(Cl)c3)CC2)cc1 (stereo not drawn)
→ -8	i
- C/C(=N\NC(=O)c1ccoc1C)c1cccnc1
→ -12	i
- COc1ccc(NC(=O)CN(C)CC(=O)c2[nH]c(C)c(C(C)=O)c2C)cc1
→ -1	.
- COc1ccc(OC)c(C(=O)COC(=O)C(CCSC)NC(=O)COc2ccccc2)c1 (stereo not drawn)
→ -10	i
- CCc1[nH]c(=O)c(C#N)c2c1COC(C)(C)C2
→ -5	i
- O=C(CSc1ccc(-c2cccc([N+](=O)[O-])c2)nn1)N1CCCCC1
→ -19	i
- Nc1cn(C2OC(CO)C(O)C2O)c(=O)[nH]c1=O (stereo not drawn)
→ .	i
- O=C1NC(=S)N/C1=C/c1ccc2c(c1)OCO2
→ -10	i
- Cc1ccc(NC(=O)CN(C)C(=O)c2cccc(S(=O)(=O)N3CCCC3)c2)cc1
→ -10	.
- O=C(OC(C(=O)NCc1ccc2c(c1)OCO2)c1ccc(Cl)cc1)c1ccco1 (stereo not drawn)
→ -21	i
- CN(C)CCCNC(=O)C(=O)NCC1OCCN1S(=O)(=O)c1cccs1 (stereo not drawn)
→ 8	i
- Cc1ccc(NS(=O)(=O)N(C)C)cc1
→ -19	i
- Cc1cc2ccccn2c1C(=O)c1cccc(F)c1
→ -30	i
- COC(=O)Cn1c(CN2CCOCC2)nc2c1c(=O)n(C)c(=O)n2C
→ -10	i
- CCOC(=O)c1ccc(S(=O)(=O)Nc2ccc(N3CCOCC3)cc2)cc1
→ -22	i
- Cc1cccc(-c2nc3ccccc3c(=O)n2NC(=O)c2cccs2)c1
→ -12	i
- CC(OC(=O)CNC(=O)c1cccs1)C(=O)Nc1ccc(S(N)(=O)=O)cc1 (stereo not drawn)
→ -22	i
- COc1ccc(-n2c(C)cc(C(=O)NC3CCCCC3)c2C)cc1
→ -26	i
- Cn1c(=O)c2cc(NCc3ccccc3)nnc2n(C)c1=O
→ -17	i
- Oc1ccccc1-c1nc2cnccn2c1Nc1ccc2c(c1)OCCO2
→ 1	i
- O=S(=O)(NCCc1cn2ccccc2n1)c1cccs1
→ -4	i
- CCC1CCCCN1C(=O)c1ccc(OC2CCN(Cc3ccccn3)CC2)cc1 (stereo not drawn)
→ -24	i
- O=C(O)c1ccccc1C(=O)c1ccc2c(c1)N(Cc1cccc(F)c1)C(=O)CO2
→ -28	i
- COc1ccc(NC(=O)CC2C(=O)N(C)C(=S)N2Cc2ccc3c(c2)OCO3)cc1 (stereo not drawn)
→ -23	i
- COc1ccc(C(O)P(=O)(OC(C)C)OC(C)C)c(OC)c1 (stereo not drawn)
→ 10	i
- Cc1cccc(-c2nnc(SCC(=O)N3CCOCC3)o2)c1
→ -18	i
- CC1CCCCC1NC(=O)c1c(O)nc2ccccn2c1=O (stereo not drawn)
→ -30	i
- O=C(CSc1ncccc1-c1nc2ccccc2[nH]1)NC1CC1
→ -5	i
- CCOc1ncccc1C(=O)Nc1cc(S(=O)(=O)N2CCOCC2)ccc1N1CCCC1
→ -69	i
- CCN(CC)c1nc(-c2ccccn2)nc(-c2ccccc2)c1C#N
→ -21	i
- COc1ccc(N(C)S(=O)(=O)c2cccc(C(=O)NC3CCC(C)CC3)c2)cc1 (stereo not drawn)
→ -40	i
- Cc1ccc(C(=O)NCC(=O)N(C)CC(=O)Nc2ccccc2Br)s1
→ -22	.
- Cc1cccn2c(=O)c3cc(C(=O)NCCN4CCOCC4)c(=N)n(CCc4ccccc4)c3nc12
→ -34	i
- COc1ccc(-c2oc3ccc(-c4ccc(OC)nc4)cc3c2-c2ccc(OC)cc2)cc1
→ -9	i
- CCOC(=O)c1cccc(N/C=C/C(=O)c2ccc(OC)c(OC)c2)c1
→ -29	i
- CCOC(=O)N1CCc2[nH]c3ccc(C)cc3c2C1
→ -18	i
- COc1cccc(NC(=O)Cn2nnc(-c3ccccc3N)n2)c1
→ -12	i
- C=CCNC(=O)NC(=O)c1csc([N+](=O)[O-])c1
→ -18	i
- COc1ccccc1CNC(=O)C(NC(=O)c1ccccc1C)C(C)C (stereo not drawn)
→ 0	i
- Cc1ccc(S(=O)(=O)N2CCCC2C(=O)Nc2nc3ccccc3s2)cc1 (stereo not drawn)
→ 1	i
- O=C(C1CCCN(S(=O)(=O)c2ccc(Br)s2)C1)N1CCN(c2ccccc2)CC1 (stereo not drawn)
→ -30	i
- COc1n[nH]c(C(=O)Nc2cc(Cl)ccc2Cl)c1[N+](=O)[O-]
→ -1	i
- O=C(NCCN1CCOCC1)c1cc([N+](=O)[O-])cc([N+](=O)[O-])c1
→ -6	i
- Cc1cc(C)nc(SCC(=O)NC(=O)c2ccccc2O)n1
→ -4	.
- Cc1cc(C)n(CC(C)NCc2cn[nH]c2-c2cccc3ccccc23)n1 (stereo not drawn)
→ -12	i
- COc1cc2c(cc1OC)C(c1ccccc1)N(C(=O)c1ccccc1)CC2 (stereo not drawn)
→ -33	i
- Cc1ccc(NC(=O)COC(=O)c2ccccc2Nc2ccccc2)cc1
→ -16	i
- COc1c(Br)cc([N+](=O)[O-])c(OC)c1C(=O)NC(=O)Nc1cc(Cl)cc(Cl)c1
→ -29	i
- C=C(C)c1cccc(C(C)(C)NC(=O)Nc2ccc(C(C)=O)cc2)c1
→ -4	i
- COc1ccc(CCN(C(=O)c2snc(C(N)=O)c2N)C(C)C(=O)NC2CCCCC2)cc1OC (stereo not drawn)
→ -23	i
- CCOc1ccc(CCn2c(-c3ccco3)nc3ccccc3c2=O)cc1OCC
→ -22	i
- COC(=O)c1sccc1NC(=O)COc1ccc(C)cc1
→ -11	i
